C diff growth = C. difficile growth inhibitors, primary screen, HTS; AID 1259249, 2017; 86,000 compounds, 0.25% hits; Clostridium difficile clinical isolate growth, OD600, 24 h; active compounds read low; growth activity, negative = inhibition, % at 16 µg/mL (by protocol);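 active means mean growth activity at or below -80% and every replicate also at or below -80%; inconclusive means mean at or below -80% but some replicate above -80%; inactive means mean growth activity above -80%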;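 further: 0% = DMSO wells and -100% = levofloxacin 16 µg/mL wells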
KDM4C inh = inhibitors of GASC-1 (KDM4C) histone demethylase, primary screen, biochemical, single concentration HTS | GST-KDM4C 2-372, H3K9me3 peptide, LANCE TR-FRET | inhibition, % at 12.5 µM | Lysine-specific demethylase 4C (Homo sapiens), Q9H3R0 | AID 720574, 2013 | 96,000 compounds, 0.15% hits;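 active means mean replicate inhibition above about 25%, with at least 55% of replicates also reaching it, limit read from the data, passing the limit was not always enough; inconclusive means only one of those two conditions met; inactive means neither condition met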
Target sequence (Q9H3R0 2-372 limits assumed): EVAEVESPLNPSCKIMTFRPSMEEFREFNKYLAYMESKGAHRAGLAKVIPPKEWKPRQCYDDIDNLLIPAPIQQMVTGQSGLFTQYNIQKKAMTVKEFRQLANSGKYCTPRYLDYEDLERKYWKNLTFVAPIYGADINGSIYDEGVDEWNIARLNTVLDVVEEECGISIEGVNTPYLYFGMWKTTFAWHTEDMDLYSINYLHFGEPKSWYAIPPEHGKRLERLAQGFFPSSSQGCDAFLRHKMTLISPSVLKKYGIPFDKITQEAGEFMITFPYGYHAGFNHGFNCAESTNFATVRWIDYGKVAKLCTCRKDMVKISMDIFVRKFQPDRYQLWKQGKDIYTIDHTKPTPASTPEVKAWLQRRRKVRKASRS
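System: N-terminal GST-fused human GASC-1 (KDM4C) fragment, residues 2-372 / Amount: 10 nM GST-KDM4C in enzyme reaction / Also added: H3K9me3 peptide with Fe(II)/2OG / Times: 30 min demethylation and 1 h detection at room temperature / Signal: LANCE TR-FRET / Read-out basis: Fall in 671/618 emission ratio as inhibition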
Pf Dd2 inh = P. falciparum Dd2 growth inhibitors, primary screen, SYBR Green fluorescence, single dose replicates; 72 h; active compounds read low; activity change, % at 10 µM; 94,000 compounds, 2.3% hits; in the data active means activity change below about -80%; inconclusive means no clear call, values can overlap the other calls
T cruzi growth = T. cruzi intracellular proliferation inhibitors, primary screen, cell-based, beta-gal Tulahuen parasites, NIH3T3 host, luminescence. T. cruzi beta-gal in NIH3T3, GalScreen luminescence, 90 h. inhibition, % at 8.34 µM. 77,000 compounds, 5.9% hits. AID 624255, 2012;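 active means mean inhibition above about 93%, with at least 55% of replicates each passing it, limit read from the data, passing the limit was not always enough; inconclusive means only one of those two conditions holds; inactive means neither condition holds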
Active calls of the source: *; ? = inconclusive; / = no result given; & = joins results of further samples.

SMILES	C diff growth	KDM4C inh	Pf Dd2 inh	T cruzi growth
CCCNC(=O)C[C@H]1CC[C@H]2[C@@H](COC[C@H](O)CN2C(=O)Nc2c(C)noc2C)O1	/	-1.6	-1	-19
C[C@@H]1CCCCO[C@H](CN(C)Cc2ccc(C(F)(F)F)cc2)[C@H](C)CN([C@H](C)CO)C(=O)c2cc(NS(=O)(=O)c3cccs3)ccc2O1	-12	-1.4	-39	101*
C[C@H](CO)N1C[C@H](C)[C@H](CN(C)S(=O)(=O)c2ccc(F)cc2)Oc2c(NC(=O)CCCCCC(=O)Nc3ccccc3N)cccc2C1=O	-8	-1.0	-83*	/
COc1ccc(-c2ccc([C@@H]3[C@@H](CO)N4C(=O)CN(C(=O)NC(C)C)C[C@@H]34)cc2)cc1	-1	-0.6	-17	/
CC(=O)N1[C@H](CO)[C@@H](c2ccccc2)C12CN(Cc1cc(F)ccc1F)C2	3	0.5	-48	/
Cc1cc(C(=O)Nc2cccc3c2O[C@@H](CN(C)Cc2ccc4c(c2)OCO4)[C@H](C)CN([C@H](C)CO)C3=O)n(C)n1	0	-0.8	-7	36
COc1ccc2c3c([nH]c2c1)[C@@H](CO)N(C(=O)c1cccnc1)CC31CCN(Cc2ccccc2)CC1	10	0.8	-32	/
COc1ccccc1NC(=O)N[C@H]1CC[C@H](CC(=O)N2CCC(Cc3ccccc3)CC2)O[C@@H]1CO	-11	0.3	3	/
CC(C)NC(=O)N(C)C[C@H]1Oc2ccc(NC(=O)c3ccncc3)cc2CC(=O)N([C@H](C)CO)C[C@@H]1C	3&-4	-0.1	3	/
Cc1noc(C)c1S(=O)(=O)Nc1ccc2c(c1)C(=O)N([C@@H](C)CO)C[C@@H](C)[C@@H](CN(C)CC1CC1)OCCCC[C@@H](C)O2	-3	-0.1	-37	/
C[C@@H]1CN([C@H](C)CO)C(=O)c2c(c3ccccc3n2C)-c2ccccc2CO[C@@H]1CN(C)Cc1ccc(C(F)(F)F)cc1	15	-2.5	-62	/
COCCNC(=O)C[C@@H]1C=C[C@@H](NC(=O)NC2CCCCC2)[C@@H](CO)O1	0	3.4	-10	/
C[C@H]1CCCCO[C@H](CN(C)C(=O)Nc2ccc(F)cc2)[C@@H](C)CN([C@@H](C)CO)C(=O)c2cc(NC(=O)c3ccncc3)ccc2O1	-1	1.6	-10	22
COCC#Cc1ccc2c(c1)O[C@H](CN(C)Cc1ccncc1)[C@H](C)CN([C@H](C)CO)S2(=O)=O	-2	1.8	19	29
CCNC(=O)C[C@@H]1CC[C@@H]2[C@H](COC[C@@H](O)CN2C(=O)CC)O1	/	0.1	2	18
COCC(=O)Nc1ccc2c(c1)[C@H]1C[C@H](CC(=O)NCC3CC3)O[C@@H](CO)[C@H]1O2	4	6.0	12	-13
CO[C@@H]1CN(C)C(=O)c2cc(NS(=O)(=O)c3ccc(C)cc3)ccc2OC[C@H](C)N(C(=O)NC(C)C)C[C@H]1C	/	0.8	-3	-280
Cc1noc(C)c1NC(=O)N(C)C[C@H]1Oc2ccc(NS(=O)(=O)c3c(C)noc3C)cc2CC(=O)N([C@@H](C)CO)C[C@H]1C	-1	-0.9	12	-25
C[C@@H]1CN([C@H](C)CO)C(=O)c2cc(NC(=O)Nc3ccccc3)ccc2O[C@H]1CN(C)C(=O)NC1CCCCC1	-1	0.1	2	/
COc1ccc2c3c([nH]c2c1)[C@H](CO)N(C(=O)CN(C)C)CC31CCN(C(=O)c2cccnc2)CC1	1	2.3	33	/
CC(=O)N(C)C[C@@H]1Oc2ncc(-c3ccc(C#N)cc3)cc2C(=O)N([C@@H](C)CO)C[C@H]1C	2	-1.3	1	-9
COc1ccc(NC(=O)N2C[C@H](O)COC[C@H]3O[C@H](CC(=O)N4CCOCC4)CC[C@@H]32)cc1	/	1.3	7	19
COc1ccc(NC(=O)Nc2ccc3c(c2)CC(=O)N([C@@H](C)CO)C[C@H](C)[C@@H](CN(C)S(=O)(=O)c2cccs2)O3)cc1	-12	-0.7	-3	4
COc1ccc(CNC(=O)C[C@@H]2CC[C@H]3[C@H](COc4ccc(NC(=O)C(C)C)cc4C(=O)N3C)O2)cc1	3	-1.1	-18	21
O=C(C[C@H]1CC[C@@H](NC(=O)C2CCC2)[C@H](CO)O1)NCc1ccccc1Cl	-4	1.0	18	-5
SMILES	C diff growth	KDM4C inh	Pf Dd2 inh	T cruzi growth
CC(C)(C)[S@@](=O)N1Cc2cc(C(=O)N3CCCCC3)nc(-c3cccc(-c4ccc(F)cc4)c3)c2[C@H]1CCO	/	0.5	-30	90
CC(C)NC(=O)Nc1cccc2c1O[C@H](CN(C)C(=O)NC1CCCCC1)[C@@H](C)CN([C@@H](C)CO)C2=O	-1	0.4	7	-25
C[C@@H]1CCCCO[C@H](CN(C)C(=O)Nc2ccccc2)[C@H](C)CN([C@@H](C)CO)C(=O)c2cc(NC(=O)C3CCCCC3)ccc2O1	0	/	-71	57
O=C(C1CCCC1)N1CCCCN2[C@@H](CO)[C@H](c3ccc(C#CC4(O)CCCC4)cc3)[C@@H]2C1	-12	/	7	?
Cc1ccc(S(=O)(=O)Nc2ccc3c(c2)C(=O)N([C@H](C)CO)C[C@H](C)[C@H](CN(C)S(=O)(=O)c2ccccc2)O3)cc1	-3	-0.4	-39	74
C[C@@H]1CN([C@H](C)CO)C(=O)c2cc(NS(=O)(=O)c3ccc(Cl)cc3)ccc2O[C@@H]1CN(C)S(=O)(=O)c1cn(C)cn1	-6	-0.8	17	85
CCC(=O)Nc1ccc2c(c1)OC[C@@H](C)N(C(=O)CN1CCOCC1)C[C@H](C)[C@@H](OC)CN(C)C2=O	0	0.1	/	4
C[C@@H]1CN([C@@H](C)CO)C(=O)c2cccc(NC(=O)c3cnccn3)c2O[C@@H]1CN(C)Cc1ccc(C(F)(F)F)cc1	2	-0.6	-80	0
C[C@@H]1CN([C@H](C)CO)C(=O)c2cc(NC(=O)Nc3ccc(F)cc3)ccc2O[C@H]1CN(C)C(=O)Nc1ccccc1	-5	-1.2	5	-9
CCC(=O)N(C)C[C@H]1Oc2cc(-c3ccccc3C)ccc2S(=O)(=O)N([C@H](C)CO)C[C@H]1C	-1	0.1	7	-8
CC(C)NC(=O)N[C@@H]1CC[C@H](CC(=O)O)O[C@@H]1CO	/	1.5	18	17
C[C@H]1CN([C@@H](C)CO)C(=O)Cc2cc(NS(=O)(=O)c3ccc(F)cc3)ccc2O[C@@H]1CN(C)Cc1ccc(Oc2ccccc2)cc1	50	-1.6	-17	78
Cc1noc(C)c1S(=O)(=O)N(C)C[C@@H]1Oc2ccc(NC(=O)CCCN(C)C)cc2CC(=O)N([C@@H](C)CO)C[C@H]1C	0	1.4	23	-9
C[C@@H]1CN([C@H](C)CO)C(=O)c2cccc(NS(C)(=O)=O)c2O[C@@H]1CN(C)S(=O)(=O)c1ccc(F)cc1	/	0.7	25	-63
O=C(C[C@H]1C[C@H]2c3cc(NC(=O)Nc4ccc(C(F)(F)F)cc4)ccc3O[C@H]2[C@@H](CO)O1)NCC1CC1	-1	-1.8	-5	/
CNC[C@@H]1Oc2ccc(NS(=O)(=O)c3c(C)noc3C)cc2C(=O)N([C@H](C)CO)C[C@@H]1C	5	-0.6	0	24
COc1cccc(NC(=O)N(C)C[C@H]2Oc3cc(/C=C/c4ccccc4)ccc3S(=O)(=O)N([C@H](C)CO)C[C@H]2C)c1	-8	0.5	-78	/
C[C@@H]1CN([C@H](C)CO)C(=O)c2cc(NC(=O)CCC(F)(F)F)ccc2O[C@@H]1CN(C)C(=O)NC1CCCCC1	0	-0.5	20	-24
C[C@H](CO)N1C[C@H](C)[C@@H](CN(C)Cc2cccnc2)Oc2cc(C3=CCCC3)ccc2S1(=O)=O	5	1.7	-7	93
CN1[C@@H]2Cn3c(ccc(-c4cccc(F)c4)c3=O)[C@H]1[C@@H](C(=O)N1CCOCC1)[C@@H]2CO	-4	-2.1	20	-7
Cc1noc(C)c1NC(=O)N(C)C[C@@H]1OCCCC[C@@H](C)Oc2ccc(NC(=O)Nc3ccc(C(F)(F)F)cc3)cc2C(=O)N([C@H](C)CO)C[C@H]1C	9	-5.7	-25	83
C[C@@H]1CN([C@H](C)CO)S(=O)(=O)c2ccc(Br)cc2O[C@H]1CN(C)C(=O)CC1CC1	-2	0.1	-30	11
COCC(=O)N(C)C[C@H]1Oc2ncc(C3=CCCC3)cc2C(=O)N([C@H](C)CO)C[C@@H]1C	-1	1.6	24	/
COC(=O)C[C@H]1CC[C@H]2[C@@H](COc3ccc(NC(=O)NC(C)C)cc3C(=O)N2C)O1	-4	-0.1	11	5
COc1ccc(S(=O)(=O)N(C)C[C@@H]2Oc3ccc(NC(=O)NC(C)C)cc3CC(=O)N([C@@H](C)CO)C[C@H]2C)cc1	-7	1.5	-12	35

Quoted at random: 7 entries already listed
SMILES	C diff growth	KDM4C inh	Pf Dd2 inh	T cruzi growth
CC(C)NC(=O)N(C)C[C@H]1Oc2ccc(NC(=O)c3ccncc3)cc2CC(=O)N([C@H](C)CO)C[C@@H]1C	3&-4	-0.1	3	/
COC(=O)C[C@H]1CC[C@H]2[C@@H](COc3ccc(NC(=O)NC(C)C)cc3C(=O)N2C)O1	-4	-0.1	11	5
C[C@H]1CN([C@@H](C)CO)C(=O)Cc2cc(NS(=O)(=O)c3ccc(F)cc3)ccc2O[C@@H]1CN(C)Cc1ccc(Oc2ccccc2)cc1	50	-1.6	-17	78
C[C@@H]1CN([C@H](C)CO)C(=O)c2cc(NC(=O)CCC(F)(F)F)ccc2O[C@@H]1CN(C)C(=O)NC1CCCCC1	0	-0.5	20	-24
COc1ccc2c3c([nH]c2c1)[C@H](CO)N(C(=O)CN(C)C)CC31CCN(C(=O)c2cccnc2)CC1	1	2.3	33	/
C[C@H](CO)N1C[C@H](C)[C@H](CN(C)S(=O)(=O)c2ccc(F)cc2)Oc2c(NC(=O)CCCCCC(=O)Nc3ccccc3N)cccc2C1=O	-8	-1.0	-83*	/
CCCNC(=O)C[C@H]1CC[C@H]2[C@@H](COC[C@H](O)CN2C(=O)Nc2c(C)noc2C)O1	/	-1.6	-1	-19

(next part)
SMILES	C diff growth	KDM4C inh	Pf Dd2 inh	T cruzi growth
CCNC(=O)C[C@H]1CC[C@@H]2[C@H](COC[C@H](O)CN2C(=O)Nc2ccc(C(F)(F)F)cc2)O1	-88*	/	-29	-14
CS(=O)(=O)Nc1ccc2c(c1)[C@H]1C[C@H](CC(=O)NC3CCCCC3)O[C@@H](CO)[C@H]1O2	/	1.8	14	-16
COCC(=O)Nc1ccc2c(c1)[C@@H]1C[C@@H](CC(=O)NCc3ccccc3F)O[C@H](CO)[C@@H]1O2	/	0.2	15	-16
CCCC#Cc1ccc([C@@H]2[C@H](CO)N3C(=O)CN(C(=O)Cc4cccnc4)C[C@@H]23)cc1	-4	0.4	-26	/
CCCNC(=O)C[C@@H]1CC[C@@H]2[C@H](COc3ccc(NS(=O)(=O)CC)cc3C(=O)N2C)O1	13	0.0	2	0
COc1cccc(-c2ccc3c(c2)O[C@H](CN(C)C(=O)C2CCC2)[C@H](C)CN([C@H](C)CO)S3(=O)=O)c1	1	-3.5	-14	69
C[C@@H]1CN([C@@H](C)CO)C(=O)Cc2cc(NS(=O)(=O)c3ccc(Cl)cc3)ccc2O[C@H]1CN(C)S(=O)(=O)c1ccc(Cl)cc1	17	-1.6	-85*	-53
COc1ccc(CN2CC3(CCN(Cc4ccccn4)CC3)c3c(n(C)c4cc(OC)ccc34)[C@@H]2CO)cc1	11	0.4	-73	/
CN1C(=O)c2cc(NC(=O)C3CCCC3)ccc2OC[C@@H]2O[C@H](CC(=O)NCc3ccccc3F)CC[C@@H]21	-3	-1.7	-35	/
O=C(NCC[C@@H]1CC[C@@H](NC(=O)c2cnccn2)[C@H](CO)O1)c1ccc2c(c1)OCO2	3	-1.2	20	/
O=C(C[C@@H]1C=C[C@@H](NC(=O)NC2CCCC2)[C@@H](CO)O1)NCc1ccc(F)cc1	7	-0.7	2	-21
COc1ccc(CN(C)C[C@H]2Oc3ccc(NC(=O)CCCCCC(=O)Nc4ccccc4N)cc3CC(=O)N([C@@H](C)CO)C[C@H]2C)cc1	2	-3.4	-76	/
CCCC#Cc1cnc2c(c1)C(=O)N([C@@H](C)CO)C[C@@H](C)[C@H](CN(C)C(=O)c1ccc(F)cc1)O2	-7	2.0	-57	50
C[C@@H]1CN([C@@H](C)CO)S(=O)(=O)c2ccc(C3=CCCCC3)cc2O[C@H]1CN(C)C(=O)c1ccncc1	-4	-0.3	9	71
O=C(c1ccncc1)N1C[C@@H]2[C@H](c3ccccc31)[C@H](CO)N2Cc1ccc(F)cc1	-2	-0.6	13	33
C[C@@H]1CN([C@H](C)CO)C(=O)c2cccc(NC(=O)Nc3ccccc3)c2O[C@H]1CN(C)Cc1ccccc1	-17	1.4	-10	16
CN1C(=O)c2cc(NS(C)(=O)=O)ccc2OC[C@H]2O[C@H](CC(=O)NC3CCCCC3)CC[C@@H]21	-6	-0.2	/	-22

From PubChem BioAssay

Not a hit list, and some 7.2% of all compounds hit somewhere here.
